High-throughput results: PubChem BioAssay, The Scripps Research Institute Molecular Screening Center
MITF inh = human MITF inhibition, primary screen | hit rate 0.91% among 650,000 | AlphaScreen MITF homodimerization, bead proximity signal | O75030 | AID 1259374 | inhibition, % at 2.6 µM; in the data active = inhibition above about 50%;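 note: 0% = vehicle wells with protein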
GPR151 ag = activators of human GPR151 | hit rate 1% among 650,000 | PathHunter beta-arrestin GPR151 cells, luminescence | activation, % at 11.2 µM | AID 1508602; in the data active = activation above about 4.9%;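 note: 0% = median of compound wells and 100% = cells with positive control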
TEAD-YAP block = TEAD-YAP interaction inhibition; HEK-TIYL cells, TEAD-Gal4/YAP UAS-luciferase luminescence; inhibition, % at 9.12 µM; hit rate 1.4% among 640,000; AID 1259422; in the data active = inhibition above about 32%;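 note: 0% = median of test compound wells and 100% = reference inhibitor wells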
FBW7 act = human FBW7 E3 ligase activation, primary screen | Q969H0 | AlphaScreen FBW7–phospho-cyclin E peptide binding, activator screen | normalized activity (activation), % at 26.1 µM | hit rate 0.13% among 650,000 | AID 1259310; in the data active = normalized activity above about 1.9%;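 note: purified mutant Fbw7 with reduced substrate affinity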
Target sequence (Q969H0 whole entry, looked up): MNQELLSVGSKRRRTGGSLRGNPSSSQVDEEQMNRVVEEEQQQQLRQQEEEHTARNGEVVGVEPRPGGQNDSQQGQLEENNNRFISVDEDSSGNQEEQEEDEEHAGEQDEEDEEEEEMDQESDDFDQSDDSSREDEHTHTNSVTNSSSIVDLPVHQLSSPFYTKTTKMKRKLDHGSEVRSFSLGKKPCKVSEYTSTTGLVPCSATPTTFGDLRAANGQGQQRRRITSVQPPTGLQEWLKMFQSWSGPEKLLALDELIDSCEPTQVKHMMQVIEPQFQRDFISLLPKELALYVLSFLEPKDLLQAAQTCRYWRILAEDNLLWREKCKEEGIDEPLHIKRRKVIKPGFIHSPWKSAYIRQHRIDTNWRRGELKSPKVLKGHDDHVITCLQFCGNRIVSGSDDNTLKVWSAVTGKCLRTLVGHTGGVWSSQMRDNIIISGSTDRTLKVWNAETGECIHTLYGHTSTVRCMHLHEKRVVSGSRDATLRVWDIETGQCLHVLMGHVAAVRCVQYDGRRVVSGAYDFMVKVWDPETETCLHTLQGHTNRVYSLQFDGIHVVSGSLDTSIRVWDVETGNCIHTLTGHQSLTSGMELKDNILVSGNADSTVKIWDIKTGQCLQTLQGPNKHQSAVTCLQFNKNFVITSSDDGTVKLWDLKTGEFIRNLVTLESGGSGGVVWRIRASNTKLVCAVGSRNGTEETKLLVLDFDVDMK
The depositor's hits bear a star; & = joins results of further samples.

Compound,FBW7 act,TEAD-YAP block,GPR151 ag,MITF inh
Cc1c(Br)c(C(F)(F)F)nn1CC(=O)NCc1ccccc1,-0.2,-15,-0.9,-8
O=C(CSc1nc2ccc([N+](=O)[O-])cc2s1)Nc1ccc(F)c([N+](=O)[O-])c1,0.1,9,2.2,5
NC(=O)c1cc(NCCCN2CCCC2=O)nc2ccccc12,-0.1,5,0.6,1
CCOC(=O)C(=CNc1ccccc1OCC)C(=O)OCC,-0.1,7,-0.1,-2
COc1cccc(-c2nn(-c3ccccc3)cc2CO)c1,-0.1,-56,0.1,-18
O=C(Nc1ccc(F)cc1)C1CC(=O)N(Cc2ccccc2)C(=Nc2ccc(F)cc2)S1 (centres undefined),-0.1,-3,-1.0,-5
COc1ccc(-n2nnnc2C2(Nc3cccc(Cl)c3)CCCCC2)cc1,0.1,48*,0.5,-5
COc1ccc(NC(=O)C2CCCN(c3c4c(nc5ncnn35)CCC4)C2)cc1 (centres undefined),0.2,11,1.1,8
O=C(OCc1ccco1)c1ccc(S(=O)(=O)c2ccccc2)cc1,0.0,4,-0.2,-8
Nc1c(Br)cc(NS(=O)(=O)c2ccccc2)cc1Br,0.1,6,1.3,4
N/C(=N\OC(=O)c1ccc2ccccc2c1)c1ccc(Cl)cc1,-0.2,4,-0.5,-11
NS(=O)(=O)c1ccc(CCNC(=O)CSc2nc(Nc3ccc(F)cc3)c3ccccc3n2)cc1,0.0,5,1.8,4
COc1ccc2c(c1)c(=O)c1ccccc1n2CC(=O)N1CCCC1,0.0,5,-1.2,-3
Cc1ccc(C(=O)Nc2ccc(N3CCOCC3)cc2N2CCOCC2)cc1,-0.3,7,1.9,5
COc1ccc(NC(=O)NCCNc2nc(C)nc3sc4c(c23)CCCC4)cc1,0.2,-2,-0.3,13
Cc1ccc(NC(=O)C2CC(=O)NC(Nc3nc(C)c4ccccc4n3)=N2)cc1Cl (centres undefined),0.1,-4,-1.4,-5
CCOc1cccc(C2NC(=O)c3c(sc4c3CCN(C)C4)N2)c1O (centres undefined),0.2,7,-0.5,5
CCOC(=O)c1nn(-c2ccc(OC)cc2)cc1O,-0.3,-34,-2.5,-1
Cc1cc(C)n2nc(SC(C)C(=O)N3CCOCC3)nc2n1 (centres undefined),0.1,0,1.1,7
O=C(CSc1nnc(Cc2cc(=O)[nH]c(=O)[nH]2)n1-c1ccc(Cl)cc1)N1CCCC1,-0.7,-1,1.2,-1
CC1(C)CC(=O)C=C(Nc2ccc(C(=O)O)cc2)C1,0.0&0.0,9&9,0.7&0.4,8&3
Cn1c(=O)c2c(nc(NCCc3ccccc3)n2Cc2ccc(Cl)cc2)n(C)c1=O,0.1,-6,0.5,7
O=C(c1cccc([N+](=O)[O-])c1)N1CCCC(C(=O)N2CCN(c3ccccc3)CC2)C1 (centres undefined),0.0,7,-1.9,3
O=C(Cn1nnnc1CN1CCCCCC1)N1CCC(c2ccncc2)CC1,-0.1,6,3.6,2
COc1cc(/C=C/C(=O)C(C)(C)O)cc(OC)c1OC,0.1,16,0.7,-1
Cn1nccc1Nc1nc(C(=O)NCc2ccccc2)cs1,-0.2,-3,-1.2,5
CCCCCNC(=O)CCCn1c(=S)[nH]c2ccsc2c1=O,0.3,1,1.4,19
CCOc1ccc(CCNC(=O)CCS(=O)(=O)Cc2ccc(C)cc2)cc1OCC,0.2,10,1.0,6
COc1ccc(/C(O)=C2\C(=O)C(=O)NC2c2ccc(OC)cc2OC)cc1 (centres undefined),0.0,6,0.0,2
CS(=O)(=O)N1CCN=C1SCc1ccccc1F,-0.3,-11,1.4,52*
O=C(NCCCCNC(=O)c1ccc(Cl)s1)c1ccc(Cl)s1,-0.1,-14,0.6,-2
COC(=O)C1=C(C(=O)OC)SC(=C2C(=S)C(C)(C)N(C(=O)C(C)C)c3cc(C)c(C)cc32)S1,0.1,-6,-1.2,18
C/C=C/C(=O)N1CCCC(c2nc(-c3ccc(OC)cc3)no2)C1 (centres undefined),0.7,-8,0.0,7
Nc1ncnc(Nc2ccc3ccccc3c2)c1[N+](=O)[O-],0.0,-20,0.1,-2
CSc1nnc2c(n1)OC(C)N(C(=O)c1ccccc1)c1ccccc1-2 (centres undefined),0.1,-41,0.2,-22
COc1ccccc1CN1C(=O)CN(C2CCCC2)C(=O)C1c1ccc(Cl)cc1 (centres undefined),-0.1,12,0.5,3
COc1cncc(-c2cncc(-c3ccc(C)cc3)n2)c1,0.2,-8,0.4,-9
CSc1ccc(CN2CCC3(CC2)CC3C(=O)NCc2ccncc2)cc1 (centres undefined),0.1,-5,0.7,4
CCc1ccc(OCC(=O)Nc2c(C)cc(Br)cc2C)cc1,0.1,4,0.8,-1
COc1ccc(C)cc1S(=O)(=O)N(CC(=O)N1CCOCC1)c1cc(C)cc(C)c1,0.1,4,-1.1,6
CC(=O)NC(Cc1ccc(F)cc1)C(=O)NC1CCN(C(=O)c2cccc(C)c2)CC1 (centres undefined),-0.1,4,-1.2,19
CC(=O)Nc1cc(C(C)C)c(C(C)C)cc1C(C)C,0.0,-9,-0.2,-9
Cc1ccccc1CNC(=O)C(=O)NCc1ccc2c(c1)OCO2,-0.1,7,5.4*,2
COc1ccc(C(=O)NC(C(C(C)=O)C(C)=O)(C(F)(F)F)C(F)(F)F)cc1,0.0,-6,-0.6,-14
CC(C)N1CCc2c(sc(NC(=O)c3cccc(C(F)(F)F)c3)c2C(N)=O)C1,-0.1,-16,0.2,2
COC(=O)c1ccc(NC(=O)c2cccc([N+](=O)[O-])c2C)cc1,0.0,10,1.7,-303
COc1ccc(C(=O)Oc2ccc(/C=c3/sc4nc5ccccc5n4c3=O)cc2)cc1,0.9,-8,0.2,11
O=c1[nH]c2ccc(S(=O)(=O)NCc3ccc4c(c3)OCO4)cc2[nH]1,0.0,11,0.3,14
CCc1ccc(OCCS(=O)(=O)Nc2cc(Cl)ccc2C)cc1,0.1,-3,-2.1,12
CCCN1CCN(c2cc(NCCO)c3c4c(onc24)-c2ccccc2C3=O)CC1,-0.5,21,-2.1,24
O=C(NCc1ccccc1)C(Cc1ccccc1)N1C(=O)C2C3CCC(C3)C2C1=O (centres undefined),0.0,-1,2.6,4
Cn1c(=O)n(C)c2cc(/C=C/c3[nH]c(=O)[nH]c(=O)c3[N+](=O)[O-])ccc21,-0.1,-1,-1.8,1
CCOC(=O)c1cnc2ccccc2c1Nc1cccc(OC)c1,0.0,-12,2.7,73*
CC(=O)N1CCN2C(=O)C1CCCC(=O)c1cc(C3CCCCC3)ccc12 (centres undefined),0.0,-6,-0.6,2
COCCNc1c(-c2ccc(OC)c(OC)c2)nc2ccc(Cl)cn12,0.7,-10,-0.9,5
CC(NC(=O)CCc1nnc(-c2ccc3c(c2)OCO3)o1)c1ccc(Cl)cc1 (centres undefined),0.0,-63,0.0,-17
O=C(O)CSCc1cn2ccccc2n1,0.0,6,-1.0,-10
COc1ccc2c(C)nc(N3CCC(NCc4ccc(Cl)s4)CC3)nc2c1,0.1,-9,0.4,1
O=C(COc1ccc2ccccc2c1)NNC(=O)c1ccccc1Br,0.0,5,1.2,14
COc1ccc(S(=O)(=O)NCC2CCCN(Cc3cccc(C)n3)C2)cc1 (centres undefined),-0.1,1,-0.1,8

More entries follow:
Compound,FBW7 act,TEAD-YAP block,GPR151 ag,MITF inh
N#C/C(=C/c1ccc2c(c1)OCCO2)c1cccc([N+](=O)[O-])c1,-0.1,8,2.7,-15
O=C(CSc1nc2ccsc2c(=O)n1NC(=O)c1cccc(Br)c1)c1ccc(Cl)c(Cl)c1,0.0,-4,-0.1,3
COc1cc(Nc2nc(Nc3cccnc3)nc3c2ncn3C2CCCCC2)cc(OC)c1OC,-0.1,20,1.6,7
CC(C)NC(=O)C1=CCN(S(=O)(=O)c2ccc(F)cc2)CC1,-0.1,-5,2.0,4
CCC(=O)N1c2ccccc2-c2nnc(SC)nc2OC1c1cccc(OC)c1OC (centres undefined),0.0,-7,0.6,4
O=C(c1cccnc1)N1CCC(Oc2ccc(C(=O)N3CCCCO3)cc2)CC1,0.3,1,-1.2,12
Cc1nc(C2N(O)C3CCCCC3N2O)n(O)c1C (centres undefined),-0.6,1,-0.4,18
c1ccc2[nH]c(NC3=NCCC3)nc2c1,-0.2,3,0.6,-3
CC(=O)c1c(-c2ccccc2)[nH]n(-c2nc3ccccc3s2)c1=O,0.2,-2,0.1,19
Cc1cc(C)n2c(SCc3cnc(-c4ccccc4)s3)nnc2n1,0.1,-6,-1.2,4
CC(C)Oc1ccccc1NC(=O)CSc1nc2ccccc2c(=O)n1C,-0.1,-9,1.0,15
Cc1ccccc1OCC(=O)NCC(c1ccc(N(C)C)cc1)N1CCOCC1 (centres undefined),0.0,8,0.8,8
Cc1ccc(NC(=O)c2ccco2)cc1Cl,0.1,-57,-1.3,1
COc1ccc(OC)c(-n2c(N)c(C(=O)N3CCCCC3)sc2=S)c1,-0.2,-3,0.5,12
COc1ccc2cc(CCNC(=O)Cc3ccc(F)cc3)c(=O)[nH]c2c1,-0.3,-14,1.6,9
CCOC(=O)/C(=C(/C)NCc1ccccc1)c1c(O)cc(Br)c(O)c1Br,0.0,6,-0.8,3
CC1CCN(c2ccc(C(=O)N3CCCCC3)cc2[N+](=O)[O-])CC1,-0.5,-3,-0.1,12
Cc1cc2c(cc1S(=O)(=O)CCC(=O)N1CCC(C)CC1)OCC(=O)N2,0.0,-1,-1.0,-5

By substructure, the compounds so far with an aryl thioether with sulfur outside any ring (ten)
Compound,FBW7 act,TEAD-YAP block,GPR151 ag,MITF inh
O=C(CSc1nc2ccc([N+](=O)[O-])cc2s1)Nc1ccc(F)c([N+](=O)[O-])c1,0.1,9,2.2,5
NS(=O)(=O)c1ccc(CCNC(=O)CSc2nc(Nc3ccc(F)cc3)c3ccccc3n2)cc1,0.0,5,1.8,4
Cc1cc(C)n2nc(SC(C)C(=O)N3CCOCC3)nc2n1 (centres undefined),0.1,0,1.1,7
O=C(CSc1nnc(Cc2cc(=O)[nH]c(=O)[nH]2)n1-c1ccc(Cl)cc1)N1CCCC1,-0.7,-1,1.2,-1
CSc1nnc2c(n1)OC(C)N(C(=O)c1ccccc1)c1ccccc1-2 (centres undefined),0.1,-41,0.2,-22
CSc1ccc(CN2CCC3(CC2)CC3C(=O)NCc2ccncc2)cc1 (centres undefined),0.1,-5,0.7,4
O=C(CSc1nc2ccsc2c(=O)n1NC(=O)c1cccc(Br)c1)c1ccc(Cl)c(Cl)c1,0.0,-4,-0.1,3
CCC(=O)N1c2ccccc2-c2nnc(SC)nc2OC1c1cccc(OC)c1OC (centres undefined),0.0,-7,0.6,4
Cc1cc(C)n2c(SCc3cnc(-c4ccccc4)s3)nnc2n1,0.1,-6,-1.2,4
CC(C)Oc1ccccc1NC(=O)CSc1nc2ccccc2c(=O)n1C,-0.1,-9,1.0,15
